NR3A LBD binder: binders of NR3A ligand-binding domain, primary screen, biophysical, differential scanning fluorimetry, uHTS. NR3A LBD differential scanning fluorimetry, Tm shift; 0% = protein alone, 100% = glycine-bound protein. Tm shift relative to glycine control, % at 25 µM. 340,000 tested, 2.5% active. AID 1259313, 2017;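 active = melting temperature shift of at least 10% of the positive control shift, at one fixed dose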
tim10-1 inh: growth inhibitors of tim10-1 mutant yeast, primary screen, luminescence, uHTS; inhibition, % at 20 µM; 330,000 tested, 2.2% active; AID 463190, 2010; S. cerevisiae tim10-1 ts strain growth, BacTiter-Glo, 24 h;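 active = inhibition of at least 40%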;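 also: mutant grown at 25 °C; 0% = DMSO wells with yeast and 100% = wells holding no yeast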
NLRP3 yeast inh: NALP3 inflammasome inhibitors in reconstituted yeast, primary screen, luminescence, uHTS; Yeast reconstituted NLRP3/ASC/caspase-1, beta-gal luminescence, 24 h; 330,000 tested, 0.39% active; inhibition, % at 10 µM;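 active = inhibition of 50% or more; inactive = inhibition below 50%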;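 also: plate controls were induced DMSO wells for no effect and uninduced yeast grown without galactose for full effect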
tim23-1 inh: growth inhibitors of tim23-1 mutant yeast, primary screen, luminescence, uHTS; inhibition, % at 20 µM; S. cerevisiae tim23-1 growth, BacTiter-Glo luminescence, 24 h; 330,000 tested, 1.3% active;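 active = growth inhibition of the mutant yeast at or above 50%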;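 also: temperature-sensitive mutant grown at 25 °C; plate controls were DMSO-treated mutant yeast for no effect and medium wells lacking yeast for full effect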
XBP1 UPR activ: activators of adaptive XBP1 UPR arm, primary screen, cell-based, CHO-XBP1 luciferase reporter, luminescence, uHTS; 330,000 tested, 0.33% active; AID 463104, 2010; activation, % at 20 µM; IRE1-XBP1 UPR activation; percent of tunicamycin response, DMSO as zero;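 active = versus positive control, 20 µM dose yields 30% or more activation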;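 also: 100% = tunicamycin at 10 µg/mL and 0% = DMSO only wells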
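assay system = CHO-XBP1 luciferase reporter cells | amount = 1000 cells/well | buffer or medium = F12 plus 10% FBS | compound dosing = single point, 20 µM final compound, 1% DMSO | incubation = 16-18 h cell attachment at 37 °C, then 6 h compound exposure | detection = Steady-Glo luminescence read | controls = tunicamycin 10 µg/mL and vehicle-only wells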
UPR CHOP act: activators of apoptotic CHOP UPR arm, primary screen, cell-based, CHO-CHOP luciferase reporter, luminescence, uHTS; UPR activation; percent of tunicamycin response over DMSO baseline; activation, % at 10 µM; 330,000 tested, 0.34% active;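 active = at 10 µM dose, activation of 40% or more, normalized to positive control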;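 also: 100% = tunicamycin at 10 µg/mL and 0% = DMSO alone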
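Test system: CHO CHOP reporter cells. Input: 500 CHO-CHOP cells per well. Medium: F12 with 10% FBS. Technique: luciferase luminescence. Measure: percent activation relative to tunicamycin control. Dosing: 10 µM compound, 0.5% DMSO. Timing: 16-18 h cell attachment, then 6 h compound exposure, 37 °C.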
APJ ag: agonists of human apelin receptor APJ, primary screen, CHO-K1 cells, PathHunter beta-arrestin, luminescence; 0% DMSO wells, 100% apelin; 330,000 tested, 0.11% active; activation, % at 20 µM; AID 2520, 2010;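 active = activation more than six SD over the plate average, tested at 20 µM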;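 also: 0% = DMSO alone and 100% = apelin-13 at 10 nM; some results filed as inactive read as strong as hits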
Target sequence (P35414 whole entry, looked up): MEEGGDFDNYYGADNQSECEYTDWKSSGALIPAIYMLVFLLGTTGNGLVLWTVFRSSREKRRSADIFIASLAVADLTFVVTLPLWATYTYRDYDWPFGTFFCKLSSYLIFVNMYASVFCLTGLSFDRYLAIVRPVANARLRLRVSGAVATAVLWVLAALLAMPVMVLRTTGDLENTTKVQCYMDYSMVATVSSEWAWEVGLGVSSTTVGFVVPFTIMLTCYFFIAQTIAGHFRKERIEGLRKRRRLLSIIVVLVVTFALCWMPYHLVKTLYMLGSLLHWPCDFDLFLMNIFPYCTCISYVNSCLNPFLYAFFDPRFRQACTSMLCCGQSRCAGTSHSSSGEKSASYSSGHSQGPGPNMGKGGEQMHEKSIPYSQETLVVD
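Test system – PathHunter CHO-K1 APJ (AGTRL-1) beta-arrestin reporter cells · Input – 1000 cells/well · Compound – single test compound dose, 20 µM final, 1% DMSO · Times – compound stimulation 90 min at 25 °C, detection 60 min · Technique – beta-gal luminescence · Read-out basis – APJ–arrestin association signal · Control set – negative DMSO alone, positive Apelin-13 at 10 nM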
Mdm2 MdmX PPI: inhibitors of human Mdm2-MdmX association, primary screen, cell-based, luminescence, split luciferase, SaOS-2, uHTS | inhibition, % at 8 µM | Protein Mdm4 (Homo sapiens) + E3 ubiquitin-protein ligase Mdm2 (Homo sapiens), … | SaOS-2 split-luciferase Mdm2/MdmX complementation | AID 485346, 2010 | 330,000 tested, 3% active;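 active = inhibition of at least 50% at 8 µM in the primary screen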
TIM10 inh: growth inhibitors of isogenic TIM10 control yeast, primary screen, counter-screen for tim10-1 yeast inhibitor project, luminescence, uHTS; S. cerevisiae TIM10 strain growth, BacTiter-Glo luminescence, 24 h; inhibition, % at 10 µM; 330,000 tested, 1.4% active;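 active = inhibition of 40% or more at the single tested concentration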;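 also: wild-type TIM10 isogenic control strain grown at permissive 25 °C; 0% = DMSO yeast wells and 100% = minimal medium wells without yeast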
* hit, by the source's call; / = no result given.

SMILES	NR3A LBD binder	tim10-1 inh	NLRP3 yeast inh	tim23-1 inh	XBP1 UPR activ	UPR CHOP act	APJ ag	Mdm2 MdmX PPI	TIM10 inh
Cc1cccc(Nc2nc(N)c([N+](=O)[O-])c(NCc3ccco3)n2)c1	-10	13	27	27	3	5.9	-2	44	12
Cc1ccc(C(C(=O)NC2CCCC2)N(C(=O)c2csnn2)C2CC2)cc1 (stereo unspecified)	0	30	4	15	-4	0.2	-3	-2	1
COc1ccc(CNc2ncc(-c3ccccc3)n2C)cc1	-3	-6	5	-2	-2	-0.5	-1	-4	-5
Cc1ccc(CNC(=O)C(Cc2ccccc2)NS(=O)(=O)c2ccc3c(c2)CCC(=O)N3)cc1 (stereo unspecified)	-1	16	4	10	1	-0.2	-3	22	9
O=C(CNC(=O)C12CC3CC(CC(C3)C1)C2)N/N=C\c1ccco1	-2	30	0	29	0	0.3	-1	23	17
OC1=C(O)c2nc3cc(F)ccc3nc21	1	2	27	0	0	-0.6	0	-17	3
COc1ccccc1C(=O)Nc1ccnn1C1CCN(Cc2cnn(C)c2)CC1	0	-14	4	-3	-3	-0.2	-3	9	0
COc1cccc(C(=O)Nc2c3c(nn2-c2ccc([N+](=O)[O-])cc2)CS(=O)(=O)C3)c1	-3	13	14	12	-4	2.4	0	25	3
CCC1(c2ccccc2)NC(=O)N(CC(=O)N(C)Cc2ccccc2)C1=O (stereo unspecified)	0	12	-5	15	-2	0.5	-4	27	-10
CSc1cccc(NC(=O)CCNC(=O)c2ccco2)c1	-4	-2	10	8	-1	-1.5	-2	2	2
Cc1csc(NC(=O)CCn2c(=O)oc3ccccc32)n1	0	9	-4	0	-1	-2.3	-2	8	7
Cc1cccc(OCC(=O)N2CCOCC2)c1	-6	12	2	10	-1	1.9	1	-6	-11
Cn1nc(C(=O)NCc2ccco2)c2ccccc2c1=O	-2	6	1	15	-4	2.0	-2	14	-14
COc1cc2c(cc1C1NC(=S)NC(C)=C1C(N)=O)CCCC2 (stereo unspecified)	-2	12	14	1	0	2.4	-2	66*	2
CC(=O)NCCOc1cccc2cccnc12	-3	-7	4	0	2	9.6	-2	22	-4
CC(C)Nc1nc(NC(C)C)nc(C(=O)OCCO)n1	-1	11	7	17	-1	-1.8	-1	6	-7
COC(=O)c1nn(-c2c(C)n(C)n(-c3ccccc3)c2=O)cc1O	2	9	18	20	4	-0.1	-1	11	8
CN(CC(=O)Nc1ccccc1C(F)(F)F)C(=O)C1CCN(C(=O)c2ccc(Cl)cc2)CC1	1	7	1	-16	-5	0.8	-2	15	2
O=C(c1cc2ncc(Br)cn2n1)N1CCN(C(=O)c2ccco2)CC1	4	4	19	-2	1	0.0	-1	10	2
Cn1c(SCC(=O)Nc2nccs2)nnc1C1CC1	1	0	9	-6	-2	-0.3	-3	-33	0
CC(C)CCNC(=O)C1CCN(Cc2cccc(OCc3ccccc3)c2)CC1	2	-9	23	5	-4	0.4	-4	29	5
CC(=O)c1cc(C#N)c(SCc2ccccc2C#N)nc1C	0	16	11	5	-1	-1.3	-4	39	-12
CCOc1cccc2cc(C(=O)NCCC3=CCCCC3)c(=O)oc12	1	22	20	25	6	3.6	1	23	22
CCCC(=O)c1ccc(N2CCN(C(=O)c3ccccc3Br)CC2)c(F)c1	7	46*	20	52*	-4	8.5	4	18	28
O=C(Nc1ccccc1)c1ccc(C(=O)Nc2ccccc2)nc1	7	-31	15	-31	-2	3.9	1	7	-29
N#CCc1ccc(C(=O)c2ccccc2)s1	-1	-4	14	4	-2	0.7	-1	2	4
Nc1nnc(/C=C/c2ccccc2Cl)s1	0	-1	-7	14	3	1.3	-1	-22	4
COc1ccc(C)cc1S(=O)(=O)NCC(c1ccc2c(c1)OCO2)N1CCOCC1 (stereo unspecified)	-1	18	4	7	-3	2.2	-4	40	11
COC(=O)C(Cc1ccccc1)NC(=O)CCc1c[nH]c2ccccc12 (stereo unspecified)	1	30	0	17	-6	0.2	2	-2	-4
Cc1sc2c(c1C)CN(C(C)(C)C)CN2C(=O)c1ccccc1	-1	12	14	15	0	1.8	-4	-36	6

Looked up by compound from above (3):
SMILES	NR3A LBD binder	tim10-1 inh	NLRP3 yeast inh	tim23-1 inh	XBP1 UPR activ	UPR CHOP act	APJ ag	Mdm2 MdmX PPI	TIM10 inh
Cc1sc2c(c1C)CN(C(C)(C)C)CN2C(=O)c1ccccc1	-1	12	14	15	0	1.8	-4	-36	6
CCCC(=O)c1ccc(N2CCN(C(=O)c3ccccc3Br)CC2)c(F)c1	7	46*	20	52*	-4	8.5	4	18	28
N#CCc1ccc(C(=O)c2ccccc2)s1	-1	-4	14	4	-2	0.7	-1	2	4

Additional compounds follow.
SMILES	NR3A LBD binder	tim10-1 inh	NLRP3 yeast inh	tim23-1 inh	XBP1 UPR activ	UPR CHOP act	APJ ag	Mdm2 MdmX PPI	TIM10 inh
CCC(=O)Nc1c(-c2ccc(C)cc2)nc2ccc(C)cn12	-2	-9	9	1	-3	4.2	2	-6	-8
O=C(CCNC(=O)N1CC(=O)Nc2ccccc21)Nc1ccc(F)c(Cl)c1	5	9	17	7	2	-0.1	-2	31	1
O=C(CN1CCCCCC1)Nc1ccc(Br)cc1Br	2	-1	15	-10	4	5.8	3	-68	-31
Nc1c(C=C2C=CC(=O)C=C2)c(=O)nc2sc(CC(=O)N3CCCC3)nn12	-3	-4	5	9	-1	1.5	-3	14	2
OCCCCNCc1cc(Br)ccc1OCc1ccccc1F	2	15	10	10	-2	-1.0	-2	24	-8
CCn1c(CNS(=O)(=O)c2ccc(Br)cc2)nnc1SC	2	16	8	10	-3	-1.2	10	22	4
Cc1cc(C(=O)CN2C(=O)C(=O)N(CC(C)C)C2=O)c(C)n1-c1ccccc1F	-1	-48	11	14	8	3.2	-5	16	0
COc1ccc(NC(=O)CNS(=O)(=O)c2cccc3nonc23)c(OC)c1	8	16	2	6	-2	-1.8	1	-9	8
O=C(NNC(=O)c1ccc2ccccc2c1O)c1ccccc1Cl	-5	3	23	2	-3	-1.8	1	11	9
COc1ccc(S(=O)(=O)NCCCn2ccnc2)cc1C(C)(C)C	0	-9	21	2	2	0.9	1	-5	-19
CN(C(=O)COC(=O)C1CCN(S(=O)(=O)c2ccc3c(c2)OCCO3)CC1)C1CCS(=O)(=O)C1 (stereo unspecified)	2	1	17	-12	-3	0.9	-3	-21	3
COc1ccc(N2CCN(c3nc4ccccn4c(=O)c3C=O)CC2)cc1	0	6	17	23	-2	0.4	2	-6	3
O=C(NC1=NCCS1)c1ccccc1Br	3	-15	14	7	0	0.4	1	11	-4
COc1ccc(OC2C(=O)N(Cc3ccc(F)cc3)C2c2ccc(OC)c(OC)c2)cc1 (stereo unspecified)	-1	26	13	24	0	-1.6	-6	-13	-6
Cc1ccc(CNC(=O)CN(C)S(=O)(=O)c2ccc3c(c2)n(C)c(=O)c(=O)n3C)cc1	0	-2	6	5	-3	-0.8	-2	15	-4
C=CCOc1ccc(/C=C/C(=O)OCC(=O)N2CCC(c3ccccc3)=N2)cc1	4	21	30	8	-1	-0.8	-1	6	13
CCOC(=O)c1cnn(-c2ccc(NS(=O)(=O)c3ccc(Cl)cc3)cc2)c1C(F)(F)F	16*	27	14	28	0	-1.3	-1	24	52*
Cc1ccccc1NC(=O)Cn1c([N+](=O)[O-])cnc1C	7	2	20	1	1	-0.9	0	9	7
CCN(Cc1ccccc1)C(=O)c1cc2c(=O)oc3ccc(C)cc3c2s1	1	31	25	26	-1	-1.6	1	-5	10
CCOC(=O)N1CCN(C(=O)CN(c2ccccc2OC)S(=O)(=O)c2ccc(OC)cc2)CC1	-1	14	7	35	-2	-2.3	0	20	26

Continued; it opens with the 2 that closed the last part.
SMILES	NR3A LBD binder	tim10-1 inh	NLRP3 yeast inh	tim23-1 inh	XBP1 UPR activ	UPR CHOP act	APJ ag	Mdm2 MdmX PPI	TIM10 inh
CCN(Cc1ccccc1)C(=O)c1cc2c(=O)oc3ccc(C)cc3c2s1	1	31	25	26	-1	-1.6	1	-5	10
CCOC(=O)N1CCN(C(=O)CN(c2ccccc2OC)S(=O)(=O)c2ccc(OC)cc2)CC1	-1	14	7	35	-2	-2.3	0	20	26
CCOC(=O)c1c(NC(=O)C2CCCCC2C(=O)O)sc2c1CCCCC2 (stereo unspecified)	-1	4	6	19	0	0.2	-4	11	7
COc1cccc(CNC(=O)CCCn2c(=S)[nH]c3cc4c(cc3c2=O)OCO4)c1	1	-7	14	-6	-3	-0.6	-3	25	7
COc1ccc(-c2cccc(CCC(=O)N3CCN(c4cc(C)ccc4C)CC3)c2)cc1	-1	18	/	40	0	2.4	/	27	0
O=S1(=O)CCOCCCN1Cc1cccc(C(F)(F)F)c1	-1	-2	8	-3	1	1.7	-1	4	6
COc1ccc(CCN=C(N)NS(=O)(=O)c2cc(F)ccc2OC)cc1	1	-12	1	-3	-5	-1.9	-5	-6	0
C/C(CC(=O)Nc1cc(C)ccn1)=N\NC(=O)c1cccc(C)c1O	-2	19	6	2	4	2.2	1	66*	-9
COc1ccc2cc(C(=O)N3CCCC(Nc4ccc(F)cc4)C3)n(C)c2c1 (stereo unspecified)	2	18	10	30	-2	0.2	-7	-7	-1
COc1cc(S(=O)(=O)N2CCCCC2)ccc1NC(C)=O	0	2	21	5	-3	-1.6	-4	7	13
Cc1cccc(OC(=O)Cn2c(C(F)(F)F)nc3ccccc32)c1	-1	5	6	0	-2	-1.7	-5	8	-13
CCN1CCN(CCNC(=O)c2ccc3c(c2)N(Cc2ccc(F)cc2)C(=O)c2ccccc2S3=O)CC1 (stereo unspecified)	-1	-38	7	-85	0	1.1	3	14	-41
COc1ccc(C(=O)NCCS(=O)(=O)N2CCOCC2)cc1	-1	2	20	-15	-3	-0.2	4	-18	1
COc1cc(F)c(C2=CC(=O)CC(C)(C)C2)cc1F	1	23	39	36	3	1.8	-3	-8	7
Cc1nn(Cc2c(F)cccc2Cl)c(=O)c2ccccc12	0	0	-22	31	-1	2.2	0	-30	-12
CCOc1ccsc1C(=O)O	-2	-4	11	14	5	-0.5	3	-3	2
CCSc1nc(O)cc(=O)n1-c1ccc(OC)cc1	0	21	17	-2	0	-0.4	-4	16	12
Cc1nnc2n(C3CCCCC3)c(=O)c3c4c(sc3n12)COC(C)(C)C4	1	18	-24	-1	3	1.7	3	24	5
O=S(=O)(Nc1ncccn1)c1ccc(-n2cnnn2)cc1	0	-2	15	0	-4	0.7	-4	20	5
COc1ccccc1NC(=O)C1=C(C)NC2=C(C(=O)CCC2)C1c1ccc2c(c1)OCO2 (stereo unspecified)	-1	19	5	11	0	-0.3	-2	-3	15

Screening data (PubChem)
